High-throughput results as filed in PubChem BioAssay.
SIRT5 inh: blocks human SIRT5 desuccinylation of peptide. inhibition, % at 15 µM. 330,000 compounds, 1.1% hits. Q9NXA8. Purified SirT5, succinyl-peptide AMC, trypsin-coupled fluorescence; in the data active means inhibition above about 15%; inconclusive means no clear call, values can overlap the other calls
Target sequence (Q9NXA8 whole entry, looked up): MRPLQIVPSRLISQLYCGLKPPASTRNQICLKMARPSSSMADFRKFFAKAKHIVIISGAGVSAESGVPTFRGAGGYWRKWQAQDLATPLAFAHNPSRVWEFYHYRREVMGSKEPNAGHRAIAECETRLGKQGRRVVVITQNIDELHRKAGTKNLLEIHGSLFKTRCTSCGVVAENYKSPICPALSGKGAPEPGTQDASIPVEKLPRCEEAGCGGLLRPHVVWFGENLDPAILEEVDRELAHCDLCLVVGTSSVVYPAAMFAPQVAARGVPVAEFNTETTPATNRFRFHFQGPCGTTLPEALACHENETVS
ERp5 block: inhibitors of human ERp5. Q15084. inhibition, % at 9.99 µM. 350,000 compounds, 0.05% hits. ERp5 insulin aggregation, absorbance 650 nm, 90 min;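 active means mean replicate inhibition above about 25%, with every replicate also reaching it, limit read from the data, passing the limit was not always enough; inconclusive means only one of those two criteria met; inactive means neither criterion met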
Target sequence (Q15084 whole entry, looked up): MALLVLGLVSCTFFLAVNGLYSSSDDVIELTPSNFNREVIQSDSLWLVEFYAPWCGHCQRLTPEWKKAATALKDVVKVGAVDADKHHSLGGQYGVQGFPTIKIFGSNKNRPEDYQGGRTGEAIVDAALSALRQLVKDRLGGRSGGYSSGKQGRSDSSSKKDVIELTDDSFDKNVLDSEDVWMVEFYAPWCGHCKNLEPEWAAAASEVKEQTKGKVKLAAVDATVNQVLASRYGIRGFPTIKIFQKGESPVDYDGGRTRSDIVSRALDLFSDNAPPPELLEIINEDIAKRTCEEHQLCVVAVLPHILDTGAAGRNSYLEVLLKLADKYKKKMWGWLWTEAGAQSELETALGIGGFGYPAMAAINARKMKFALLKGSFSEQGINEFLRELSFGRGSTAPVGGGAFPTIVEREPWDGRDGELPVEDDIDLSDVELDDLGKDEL
F508del corr: CFTR F508del correction in bronchial cells | CFBE cells, YFP halide quenching; stimulated with forskolin plus potentiator P3; % fluorescence drop versus neutral controls | activity (quench increase), % at 7.58 µM | 350,000 compounds, 0.36% hits | AID 720511;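 active means mean added fluorescence quench of at least 8% versus neutral control, with both replicates also reaching 8%; inconclusive means only one of the mean or replicate conditions met; inactive means mean below 8% and not both replicates reaching 8%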;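 further: cells transiently co-express mutant CFTR-F508del with the halide-sensitive YFP; corrector assay measuring rescue of mutant channel to the surface after 24 h compound exposure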
CASP6 VEID inh: blocks human caspase-6 cleavage activity; purified caspase-6, Z-VEID-R110 cleavage fluorescence; inhibition, % at 12.5 µM; 350,000 compounds, 0.53% hits;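 active means mean inhibition across replicates at least about 35%, with every replicate also reaching that limit, limit read from the data; inconclusive means only one of the two criteria met; inactive means neither criterion met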;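 further: 0% = median of neutral control wells and 100% = no fluorescence left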
Target sequence (P55212 24-179 limits assumed): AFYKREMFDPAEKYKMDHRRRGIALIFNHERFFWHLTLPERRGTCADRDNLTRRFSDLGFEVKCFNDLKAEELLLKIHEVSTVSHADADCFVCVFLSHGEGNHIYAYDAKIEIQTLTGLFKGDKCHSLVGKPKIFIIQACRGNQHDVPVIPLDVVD
Target sequence (P55212 194-293 limits assumed): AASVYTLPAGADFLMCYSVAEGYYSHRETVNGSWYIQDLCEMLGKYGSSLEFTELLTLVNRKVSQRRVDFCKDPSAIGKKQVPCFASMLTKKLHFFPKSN
DENV2 CPE rescue: inhibitors of DENV2 cytopathic effect. CPE inhibition, % at 9.99 µM. 350,000 compounds, 1.7% hits. DENV2-infected cells, cytopathic effect rescue, plate reader. AID 651640; in the data active means CPE inhibition above about 20%, passing the limit was not always enough; inconclusive means no clear call, values can overlap the other calls; tested in BHK-21 cells;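 further: 0% = median of neutral control wells and 100% = median of positive control wells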
ERAP1 HTS inh: inhibitors of human ERAP1 aminopeptidase | Q9NZ08 | recombinant ERAP1, Leu-AMC fluorescence, 60 min | inhibition, % at 10.7 µM | 340,000 compounds, 0.15% hits | AID 652197;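 active means mean replicate inhibition of at least 30%, or all replicates individually reaching that 30% level; inactive means mean below 30% and not every replicate reaching it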;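 further: 0% = neutral control wells and 100% = L-leucinethiol positive control wells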
miR122 inh: miR-122 inhibition in Huh7 cells; AID 602342; 340,000 compounds, 0.3% hits; activation (reporter increase), % at 12.5 µM; Huh7 miR-122 Renilla luciferase sensor, 48 h; neutral wells = 0, positive control = 100;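 active means mean replicate activation score at least 90 and every replicate individually at or above 90; inconclusive means only one of the two criteria met; inactive means neither criterion met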;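 further: higher luciferase means less miR-122 activity so hits act as miR-122 inhibitors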
Numbers without * were called inactive; ? = inconclusive; / = no result given; [ ] = another dose, or the depositor's remark.

SMILES	SIRT5 inh	ERp5 block	F508del corr	CASP6 VEID inh	DENV2 CPE rescue	ERAP1 HTS inh	miR122 inh
COc1ccc(S(=O)(=O)N2CCOCC2)cc1NC(=O)COc1cccnc1[N+](=O)[O-]	3	0	-0.6	0	6	1	/
O=C(N/N=C/C=C\c1ccccc1[N+](=O)[O-])c1cccs1	1	6	-6.6	3	-2	-3	7
CO[C@H]1CN(C)C(=O)c2ccc(NC(=O)c3ccc(Oc4ccccc4)cc3)cc2OC[C@@H](C)NC[C@H]1C	0	-3	-4.2	0	31*	-1	-17[16.7 µM]
c1ccc(-c2nc3nonc3c3nc4ccccc4n23)cc1	0	-1	-3.3	-1	5	11	/
COc1ccc(C)cc1NS(=O)(=O)c1ccc2c(c1)n(C)c(=O)n2C	-1	-4	-0.8	-1	6	0	22
COC(=O)c1c(C)nc(C)c(C(=O)OC)c1-c1cccs1	6	5	0.6	-1	/	1	/
CC1C(=O)N2CCCc3cc(NC(=O)c4ccccc4Br)cc1c32 (stereo not drawn)	-1	1	-4.3	-1	1	1	5
O=C(CN1CCCCC1)N/N=C/c1ccc(Cl)cc1Cl	-4	4	0.3	-2	7	-1	2
O=C(C[C@@H]1C=C[C@H](NC(=O)CN2CCOCC2)[C@@H](CO)O1)NCc1cccc(F)c1	1	2	-0.6	-4	8	1	2[16.7 µM]
CC(C)CC(=O)Nc1nc(-c2ccc(S(=O)(=O)N3CCOCC3)cc2)cs1	1	1	1.2	8	9	5	/
COc1ccc(C#Cc2cnc3c(c2)C(=O)N([C@H](C)CO)C[C@H](C)[C@H](CN(C)C)O3)cc1OC	3	-2	1.7	0	-4	1	-9[16.7 µM]
O=C(NC1CCN(C(=S)NCc2ccco2)CC1)c1cccc(F)c1	-3	-2	1.2	3	2	4	/
COc1ccc(C(=O)NCCNc2nc3ccc(C)cc3cc2C#N)cc1	0	0	0.9	1	-5	1	-8
COc1ccc(NC(=O)Cn2cnc3ccccc3c2=O)cc1OC	-11	2	4.4	0	6	1	/
O=C(COc1ccc(Cl)cc1)c1ccc(O)cc1O	-3	-1	-5.3	2	2	13	-17
COC(=O)CC#C[C@H](C)[C@@H](NS(C)(=O)=O)C(C)(C)COCc1ccccc1	-2	-4	-1.9	1	-14	-1	/
O=C(CN1C(=O)c2ccccc2C1=O)Nc1nnc(C2CCCO2)s1 (stereo not drawn)	-5	6	-0.1	1	8	1	12
CCCCCc1nnc(NC(=O)CN2C(=O)C3CCCCC3C2=O)s1 (stereo not drawn)	0	-1	-2.8	-1	-2	-1	-3
Oc1ccc(/C=N/n2c(COc3ccccc3)n[nH]c2=S)c(O)c1	-1	-1	0.5	11	-6	-4	4
CCC(=O)Nc1ccc(NC(=S)Nc2ccccc2)cc1	0	-1	/	-1	-1	3	-10
CCCCN(C(=O)CC1CCCC1)c1c(N)n(CCCC)c(=O)[nH]c1=O	-1	-2	2.1	-2	-3	-1	-12
CC(C)OC(=O)c1ccc(OC(=O)c2cccnc2)cc1	-3	7	/	-2	/	10	10
COC(=O)/C=C1\SC(N2CCOCC2)=C(c2ccc(OC)cc2)C1=O	-5	6	-5.2	-2	0	1	/
C[C@@H]1CN([C@H](C)CO)C(=O)c2cc(C#CCN(C)C)cnc2O[C@@H]1CN(C)C(=O)NC1CCCCC1	0	-1	/	-1	1	-1	36[16.7 µM]
CCC(=O)Nc1cccc(NC(=S)NC(=O)c2cc3ccccc3o2)c1	-2	2	0.8	-5	9	-2	/
CCOC(=O)C1=C(COC(=O)CCOc2ccccc2C)NC(=O)NC1C (stereo not drawn)	0	-1	2.7	5	1	6	/
Cc1ccc(NC(=O)CNC(=O)c2ccc3c(c2)OCO3)nc1	-1	5	2.9	2	-4	2	-5
Cc1ccc(C)c(NC(=O)CN(C)C(=O)c2ccc(-c3cccc(C(F)(F)F)c3)o2)c1	0	0	1.5	-2	-2	-1	/
C[C@@H]1CN([C@@H](C)CO)S(=O)(=O)c2ccc(C#Cc3ccccc3F)cc2O[C@@H]1CN(C)C(=O)c1ccc2c(c1)OCO2	26*	-6	4.8	-3	-2	-1	-41[16.7 µM]
COCCNC(=O)Cn1c(=O)oc2cc(S(=O)(=O)N3CC(C)CC(C)C3)ccc21 (stereo not drawn)	2	-7	-4.5	0	8	-2	-1
O=C(CSc1n[nH]c(-c2cccs2)n1)N1CCOCC1	0	-3	0.5	1	0	4	-1
C[C@H]1CN([C@@H](C)CO)C(=O)CCCn2cc(nn2)CO[C@@H]1CN(C)S(=O)(=O)c1ccccc1	1	3	-0.4	-1	2	-1	-2[16.7 µM]
CCC(C)[C@H](NC(=O)NCc1cccnc1)C(=O)OC (stereo partly drawn)	0	1	-5.2	1	-2	-3	/
CCOC(=O)C1(CCCc2ccccc2)CCN(C(=O)CCn2cnnn2)CC1	-1	1	-0.8	3	2	-3	0
COc1ccc(CCN(C)C(=O)CSc2nnc(C3CC3)n2N)cc1OC	-5	1	-1.4	-3	-2	9	14
Cc1nnc(SCC(=O)NC(=O)Nc2ccc3c(c2)OCCO3)n1N	-6	-2	-2.3	-2	3	-1	/
CC(NC(=O)C(NC(=O)C(Cc1c[nH]c2ccccc12)NC(=O)OC(C)(C)C)C(C)C)C(N)=O (stereo not drawn)	-3	2	2.1	2	5	-1	-6
COc1cc(CCCN2C(=S)NC[C@@H]2CC2CCCCC2)cc(OC)c1OC	-2	6	0.9	-1	-2	-1	5
Cc1ccc(/C(C#N)=C\c2ccc(N3CCOCC3)o2)cc1	-3	1	-4.9	4	-1	10	-2
CN(C(=O)COC(=O)c1ccc(CN2CCCC2=O)cc1)c1ccccc1	-3	0	-0.5	-4	9	2	/

Reformatted with the structure last: entries from further up
SIRT5 inh	ERp5 block	F508del corr	CASP6 VEID inh	DENV2 CPE rescue	ERAP1 HTS inh	miR122 inh	SMILES
-3	-1	-5.3	2	2	13	-17	O=C(COc1ccc(Cl)cc1)c1ccc(O)cc1O
-2	-4	-1.9	1	-14	-1	/	COC(=O)CC#C[C@H](C)[C@@H](NS(C)(=O)=O)C(C)(C)COCc1ccccc1

(more compounds)
SMILES	SIRT5 inh	ERp5 block	F508del corr	CASP6 VEID inh	DENV2 CPE rescue	ERAP1 HTS inh	miR122 inh
COc1ccc(/C(C)=N/NC(=O)CNC(=O)C2COc3ccccc3O2)c(OC)c1 (stereo not drawn)	1	0	0.0	1	15	5	/
CC[C@H](C)[C@H](NS(=O)(=O)c1ccc(C)cc1)C(=O)N1CCC(C(=O)N[C@H](C(=O)O)C(C)C)CC1	0	3	-0.3	-2	1	-5	-4
CO[C@H]1CN(C)C(=O)c2cc(NC(C)=O)ccc2OC[C@H](C)N(C(=O)C2CC2)C[C@@H]1C	0	1	-1.9	-4	-3	2	7[16.7 µM]
COc1ccc(OC)c(S(=O)(=O)N2CCN3CCCC3C2)c1 (stereo not drawn)	0	-6	-2.5	-12	-5	-1	2
Cc1ccccc1N1CCN(S(=O)(=O)c2cccs2)CC1	1	-6	0.3	-4	5	0	9
COCCCNC(=O)Cc1ccc(-n2c(C)nc3cccnc32)cc1	-6	4	0.2	0	3	-1	-2
CCc1ccc(OCC(=O)OCC(=O)NCCNC(=O)COC(=O)COc2ccc(CC)cc2)cc1	-1	9	1.3	-8	-1	0	/
Cc1ccc(S(=O)(=O)N(C)C)cc1NC(=O)CCCNC(=O)c1ccc(Cl)cc1	14	1	-2.9	-5	1	-5	3
O=C(Nc1ccc(C(=O)NCc2ccccc2)cc1)C1=CSCCO1	-3	-3	-0.4	1	2	1	/
CN(C)c1ccc(S(=O)(=O)NCC(=O)NCC2CCCCC2)cc1[N+](=O)[O-]	3	1	5.7	2	0	2	-9
COc1ccc(C(=O)NCC2CCCO2)cc1S(=O)(=O)N1CCCc2ccccc21 (stereo not drawn)	/	-2	1.7	4	2	-4	/
Cc1ccc(O)c(NS(=O)(=O)c2cccc3nsnc23)c1	-9	-1	-2.1	-1	-3	-2	10
COc1cccc(C(=O)NCc2ccc3c(c2)OCO3)c1	0	0	-0.8	-2	-2	0	1
COc1ccc(NS(=O)(=O)c2cccc3ccccc23)cc1	-4	-1	2.2	4	13	-2	/
COC(=O)[C@]12CCCCC=C1N(Cc1ccc(Cl)cc1Cl)C(=O)[C@H](CC(=O)NCC13CC4CC(CC(C4)C1)C3)C2	0	0	1.5	-3	-4	-3	/
COc1ccc(Cn2ccnc2SCC(=O)Nc2ccc(F)cc2F)cc1	-3	4	-0.3	-1	8	-3	1
O=C(Nc1ccc(Cl)cc1)c1csc([C@H]2C[C@H](O)[C@@H](CO)O2)n1	-1	-1	-0.2	0	-4	-3	40
COc1ccc(COC(=O)c2c(C)nn(-c3ccccc3)c2Cl)cc1	-7	-3	-2.9	0	3	4	4
COc1ccc(-c2cc(C#N)nc(Oc3ccc(Cl)cc3)n2)cc1	-5	13	/	0	-1	7	/
O=C(NC1CCCc2ccccc21)c1cc(S(=O)(=O)N2CCOCC2)ccc1F (stereo not drawn)	-6	-3	1.2	-1	-2	0	18
C[C@H]1CN([C@@H](C)CO)C(=O)c2cc(C3=CCCC3)cnc2O[C@H]1CN(C)C(=O)Nc1ccccc1	-11	4	-0.6	0	4	0	7[16.7 µM]
COc1ccc(-c2nc3c(C(=O)NCCN(C)C)cccc3c3ccccc23)cc1	-6	3	11*	-15	0	23	-7
CNC(=O)C[C@H]1CC[C@H]2[C@@H](COC[C@H](O)CN2C(=O)Nc2ccc3c(c2)OCO3)O1	/	/	-0.8	/	-1	/	2[16.7 µM]
Cc1noc(C)c1S(=O)(=O)Nc1ccc2c(c1)CC(=O)N([C@@H](C)CO)C[C@H](C)[C@H](CN(C)Cc1ccccc1)O2	-4	0	1.7	0	8	0	-3[16.7 µM]
O=C(O)C1C2C=CC(C2)C1C(=O)NCCCN1CCCC1=O (stereo not drawn)	2	7	-2.3	1	4	-1	-7
CC(C)NC(=O)N1CC2(C1)[C@@H](c1ccccc1)[C@@H](CO)N2C(=O)C1CC1	-5	1	-2.7	0	0	2	/
CC(C)=C(NC(=O)c1ccccc1)C(N)=O	-4	4	1.5	1	0	/	-10
O=c1c(C(c2ccc(Cl)cc2)c2c(O)nc3n(c2=O)CCS3)c(O)nc2n1CCS2	6	3	-0.3	2	2	2	/
Cc1cc(NC(=O)CSc2c(C)[nH]c3ccccc23)no1	-1	3	0.4	3	1	14	/
CCc1ccccc1NS(=O)(=O)c1ccc2c(c1)C(C)(C)C(=O)N2C	/	2	1.0	0	0	-2	26
COc1ccc(C)cc1NC(=O)COC(=O)CCC(=O)c1cccs1	1	-3	-0.6	-2	-2	-1	/
NC(=O)c1nsc(C(=O)N(Cc2cccnc2)C(C(=O)NCc2ccc(F)cc2)c2ccc(F)cc2)c1N (stereo not drawn)	-2	2	-1.2	15	9	-1	/
O=C(c1ccco1)N1CCN(C(=O)C2CCN(S(=O)(=O)c3cccc4nsnc34)CC2)CC1	10	-9	/	-3	/	2	1
C[n+]1cccc(C(=O)NNC(=O)C23CC4CC(CC(C4)C2)C3)c1	1	-6	1.7	0	7	109*	0
CCOC(=O)C1=C(C)N(CCCCCC(=O)O)C(=O)NC1c1ccc([N+](=O)[O-])cc1 (stereo not drawn)	/	-8	-0.5	2	?	-6	/
Cc1ccc(S(=O)(=O)NCC[C@@H]2CC[C@@H](NC(=O)NC(C)C)[C@H](CO)O2)cc1	5	1	-0.7	0	-6	2	/

Exported with two lines to a compound: part of the list above
Second line of a record: SIRT5 inh, ERp5 block, F508del corr, CASP6 VEID inh, DENV2 CPE rescue, ERAP1 HTS inh, miR122 inh
> CC(C)NC(=O)N1CC2(C1)[C@@H](c1ccccc1)[C@@H](CO)N2C(=O)C1CC1
  -5, 1, -2.7, 0, 0, 2, /
> CC(C)=C(NC(=O)c1ccccc1)C(N)=O
  -4, 4, 1.5, 1, 0, /, -10
> O=c1c(C(c2ccc(Cl)cc2)c2c(O)nc3n(c2=O)CCS3)c(O)nc2n1CCS2
  6, 3, -0.3, 2, 2, 2, /
> Cc1cc(NC(=O)CSc2c(C)[nH]c3ccccc23)no1
  -1, 3, 0.4, 3, 1, 14, /
